High-throughput results deposited in PubChem BioAssay by Broad Institute.
T cruzi intra: intracellular Trypanosoma cruzi inhibition | 22,000 compounds, 4.9% hits | activity score (inhibition), % at 5.01 µM | intracellular Trypanosoma cruzi in host cells, plate reader; in the data active = activity score above about 55%;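 note: parasites and compound incubated about four days before reading; 0% = median of neutral control wells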
INS-1E rescue: preserves ATP levels in cytokine-treated INS-1E cells | INS-1E cytokine-induced death, ATP luminescence, 48 h; normalised: neutral wells 0, positive control 100 | protection from cytokine-induced ATP loss, % at 10 µM | 20,000 compounds, 0.1% hits;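 active = mean replicate protection from cytokine-induced ATP loss at least 50% and at least 75% of replicates each reaching 50%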
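Material: INS-1E rat cells; Quantity: 8000 cells/well; Buffer or medium: phenol-red-free RPMI with 5% fetal bovine serum; Probe or stimulus: cytokine cocktail of IFN-γ, TNF-α and IL-1β; Compound dosing: single test concentration per compound, delivered by pin transfer; Incubation: 48 h co-treatment, 10 min post-lysis read; Signal: CellTiter-Glo luminescence.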
Starred values were filed as active, the others as inactive; . = no result given. An excerpt, so the mix of outcomes need not match the whole.

SMILES	T cruzi intra	INS-1E rescue
C[C@H]1CN([C@@H](C)CO)C(=O)Cc2cc(NC(=O)CCC(F)(F)F)ccc2O[C@H]1CN(C)Cc1ccc(-c2ccccc2)cc1	32	-34
C[C@H](CO)N1C[C@H](C)[C@H](CN(C)C(=O)Cc2ccccc2)OCc2cnnn2CCCC1=O	14	.
C[C@@H]1CN([C@H](C)CO)C(=O)Cc2cc(NC(=O)Cc3ccccc3)ccc2O[C@@H]1CN(C)Cc1ccc(C(=O)O)cc1	1	-1
C[C@H]1CN([C@@H](C)CO)C(=O)c2cccc(NC(=O)Nc3ccc4c(c3)OCO4)c2O[C@@H]1CN(C)CC1CCCCC1	17	-18
C[C@H](CO)N1C[C@H](C)[C@H](CN(C)S(C)(=O)=O)Oc2c(NC(=O)C3CCCCC3)cccc2C1=O	-16	13
C[C@@H]1CN([C@H](C)CO)C(=O)c2cccc(NC(=O)c3nc4ccccc4s3)c2O[C@H]1CN(C)C(=O)Nc1cccc2ccccc12	9	-9
Cc1noc(C)c1S(=O)(=O)Nc1ccc2c(c1)C(=O)N([C@H](C)CO)C[C@@H](C)[C@@H](CN(C)C(=O)Nc1ccc(C(F)(F)F)cc1)O2	5	7
C[C@H](CO)N1C[C@H](C)[C@@H](CN(C)Cc2ccc(Cl)c(Cl)c2)Oc2ccc(NC(=O)Nc3ccc(C(F)(F)F)cc3)cc2C1=O	19	-15
C[C@H]1CN([C@@H](C)CO)C(=O)Cc2cc(NC(=O)Cc3cn(C)c4ccccc34)ccc2O[C@@H]1CN(C)Cc1ccncc1	5	2
C[C@@H]1CN([C@H](C)CO)C(=O)Cc2cc(NC(=O)CCCCCC(=O)Nc3ccccc3N)ccc2O[C@@H]1CN(C)C(=O)Nc1ccc2c(c1)OCO2	-24	0
C[C@H]1CN([C@@H](C)CO)C(=O)c2cc(NC(=O)c3ccncc3)ccc2O[C@H]1CN(C)S(=O)(=O)c1ccccc1	6	.
C[C@@H]1CN([C@H](C)CO)C(=O)c2cc(NS(=O)(=O)c3cn(C)cn3)ccc2O[C@@H]1CN(C)C(=O)Nc1ccc(C(F)(F)F)cc1	0	-6
C[C@@H]1CN([C@H](C)CO)C(=O)c2cc(NC(=O)NC3CCCCC3)ccc2O[C@H]1CN(C)S(=O)(=O)c1cn(C)cn1	-3	-1
C[C@@H]1CN([C@H](C)CO)C(=O)CCCn2nncc2CO[C@@H]1CN(C)S(=O)(=O)c1ccc(-n2cccn2)cc1	6	.
C[C@@H]1CN([C@H](C)CO)C(=O)c2cccc(NS(=O)(=O)c3cccs3)c2O[C@@H]1CN(C)C(=O)Nc1ccc2c(c1)OCO2	1	-1
C[C@H]1CN([C@@H](C)CO)C(=O)Cc2cc(N(C)C)ccc2O[C@H]1CN(C)Cc1ccncc1	9	10
Cc1ccc(S(=O)(=O)Nc2ccc3c(c2)C(=O)N([C@H](C)CO)C[C@H](C)[C@@H](CN(C)Cc2ccc4c(c2)OCO4)OCCCC[C@@H](C)O3)cc1	-7	-9
C[C@H]1CN([C@@H](C)CO)C(=O)c2cc(NS(=O)(=O)c3ccc(F)cc3)ccc2O[C@@H]1CN(C)Cc1ccc(Cl)c(Cl)c1	70*	-2
C[C@@H]1CCCCO[C@@H](CN(C)C(=O)Nc2ccc(F)cc2)[C@@H](C)CN([C@H](C)CO)C(=O)c2cc(NC(=O)CCCCCC(=O)Nc3ccccc3N)ccc2O1	-27	-2
C[C@@H]1CN([C@@H](C)CO)C(=O)c2cc(NC(=O)Cc3cn(C)c4ccccc34)ccc2O[C@H]1CN(C)S(=O)(=O)c1ccccc1	-11	-4

Single records, from the list above. Screens in order: T cruzi intra	INS-1E rescue
C[C@H](CO)N1C[C@H](C)[C@H](CN(C)S(C)(=O)=O)Oc2c(NC(=O)C3CCCCC3)cccc2C1=O is entered as -16	13
C[C@@H]1CCCCO[C@@H](CN(C)C(=O)Nc2ccc(F)cc2)[C@@H](C)CN([C@H](C)CO)C(=O)c2cc(NC(=O)CCCCCC(=O)Nc3ccccc3N)ccc2O1 is entered as -27	-2

The listing picks up; the six compounds before the break are reprinted first.
SMILES	T cruzi intra	INS-1E rescue
C[C@@H]1CN([C@H](C)CO)C(=O)c2cccc(NS(=O)(=O)c3cccs3)c2O[C@@H]1CN(C)C(=O)Nc1ccc2c(c1)OCO2	1	-1
C[C@H]1CN([C@@H](C)CO)C(=O)Cc2cc(N(C)C)ccc2O[C@H]1CN(C)Cc1ccncc1	9	10
Cc1ccc(S(=O)(=O)Nc2ccc3c(c2)C(=O)N([C@H](C)CO)C[C@H](C)[C@@H](CN(C)Cc2ccc4c(c2)OCO4)OCCCC[C@@H](C)O3)cc1	-7	-9
C[C@H]1CN([C@@H](C)CO)C(=O)c2cc(NS(=O)(=O)c3ccc(F)cc3)ccc2O[C@@H]1CN(C)Cc1ccc(Cl)c(Cl)c1	70*	-2
C[C@@H]1CCCCO[C@@H](CN(C)C(=O)Nc2ccc(F)cc2)[C@@H](C)CN([C@H](C)CO)C(=O)c2cc(NC(=O)CCCCCC(=O)Nc3ccccc3N)ccc2O1	-27	-2
C[C@@H]1CN([C@@H](C)CO)C(=O)c2cc(NC(=O)Cc3cn(C)c4ccccc34)ccc2O[C@H]1CN(C)S(=O)(=O)c1ccccc1	-11	-4
Cc1noc(C)c1S(=O)(=O)N(C)C[C@@H]1Oc2ccc(NC(=O)Nc3ccc4c(c3)OCO4)cc2C(=O)N([C@@H](C)CO)C[C@@H]1C	-20	-6
C[C@H]1CN([C@@H](C)CO)C(=O)c2cc(NC(=O)Nc3ccc(C(F)(F)F)cc3)ccc2O[C@@H]1CN(C)Cc1ccccc1	5	-12
C[C@H](CO)N1C[C@H](C)[C@H](CN(C)Cc2ccncc2)Oc2ccc(NC(=O)C3CCCCC3)cc2CC1=O	-21	-10
C[C@@H]1CN([C@H](C)CO)C(=O)c2cc(NS(C)(=O)=O)ccc2O[C@H]1CN(C)C	0	9
C[C@@H]1CN([C@H](C)CO)C(=O)c2cc(NC(=O)C3CCCCC3)ccc2O[C@@H]1CN(C)C(=O)Nc1ccc2c(c1)OCO2	-12	4
C[C@@H]1CN([C@@H](C)CO)C(=O)c2cc(NS(=O)(=O)c3ccc(F)cc3)ccc2O[C@@H]1CN(C)Cc1ccc(-c2ccccc2)cc1	22	.
C[C@@H]1CN([C@H](C)CO)C(=O)c2cccc(NC(=O)Nc3ccc(C(F)(F)F)cc3)c2O[C@@H]1CN(C)S(=O)(=O)c1cccs1	32	-45
O=C(N/N=C/c1ccc2c(c1)OCCO2)c1ccccc1O	-14	-18
C[C@H](CO)N1C[C@H](C)[C@H](CN(C)C(=O)Nc2cccc3ccccc23)Oc2c(NC(=O)Nc3ccc(C(F)(F)F)cc3)cccc2C1=O	66*	-14
COc1ccc(NC(=O)N(C)C[C@@H]2OCCCC[C@@H](C)Oc3ccc(NS(=O)(=O)c4ccc(C)cc4)cc3C(=O)N([C@H](C)CO)C[C@@H]2C)cc1	-16	-1
COc1ccc(NC(=O)N(C)C[C@H]2Oc3ccc(NC(=O)Nc4ccc5c(c4)OCO5)cc3C(=O)N([C@@H](C)CO)C[C@@H]2C)cc1	1	.
COc1ccc(NC(=O)N(C)C[C@H]2Oc3ccc(NC(=O)NC(C)C)cc3CC(=O)N([C@@H](C)CO)C[C@@H]2C)cc1	-24	11
COc1ccc(NC(=O)Nc2ccc3c(c2)C(=O)N([C@H](C)CO)C[C@H](C)[C@@H](CN(C)Cc2ccc(-c4ccccc4)cc2)O3)cc1	1	-8
C[C@H](CO)N1C[C@H](C)[C@@H](CN(C)C)Oc2c(NC(=O)Nc3ccc4c(c3)OCO4)cccc2C1=O	-6	-6
C[C@@H]1CN([C@H](C)CO)C(=O)c2cccc(NS(=O)(=O)c3cccs3)c2O[C@H]1CN(C)S(=O)(=O)c1cn(C)cn1	-9	4
COc1ccc(S(=O)(=O)Nc2cccc3c2O[C@@H](CN(C)C(=O)Nc2ccccc2)[C@@H](C)CN([C@@H](C)CO)C3=O)cc1	7	4
COC(=O)CCCCCCC(=O)N/N=C/c1c(Cl)cc(OC)c(OC)c1Cl	0	2
C[C@@H]1CCCCO[C@@H](CN(C)Cc2ccc(C(=O)Nc3ccccc3N)cc2)[C@@H](C)CN([C@H](C)CO)C(=O)c2cc(NC(=O)NC3CCCCC3)ccc2O1	18	-4
C[C@H](CO)N1C[C@H](C)[C@H](CN(C)C)Oc2c(NC(=O)C3CCOCC3)cccc2C1=O	26	8
C[C@H](CO)N1C[C@H](C)[C@H](CN(C)S(=O)(=O)c2ccccc2)Oc2ccc(NC(=O)c3ccncc3)cc2C1=O	6	-6
O=C(NO)c1cccc(C(=O)N/N=C/c2ccc(-n3ccnc3)cc2)c1	-21	10
C[C@@H]1CN([C@H](C)CO)C(=O)Cc2cc(NC(=O)Cn3cnnn3)ccc2O[C@H]1CN(C)C(=O)Nc1ccc(C(F)(F)F)cc1	2	0
C[C@@H]1CCCCO[C@H](CN(C)C(=O)c2ccncc2)[C@@H](C)CN([C@H](C)CO)C(=O)c2cc(NC(=O)CCCCCC(=O)Nc3ccccc3N)ccc2O1	-20	1
CC(C)NC(=O)Nc1ccc2c(c1)CC(=O)N([C@H](C)CO)C[C@@H](C)[C@@H](CN(C)Cc1ccc3c(c1)OCO3)O2	2	0
C[C@@H]1CN([C@H](C)CO)C(=O)c2cccc(NC(=O)NC3CCCCC3)c2O[C@@H]1CN(C)C(=O)Nc1ccc2c(c1)OCO2	14	0
C[C@@H]1CN([C@@H](C)CO)C(=O)c2cc(NC(=O)CCC(F)(F)F)ccc2O[C@H]1CN(C)Cc1ccc(C(=O)O)cc1	-8	11
C[C@@H]1CN([C@H](C)CO)C(=O)CCCn2cc(nn2)CO[C@H]1CN(C)Cc1cccc(C(=O)O)c1	-22	.
C[C@@H]1CN([C@@H](C)CO)C(=O)c2cc(NS(=O)(=O)c3ccc(Cl)cc3)ccc2O[C@H]1CN(C)S(C)(=O)=O	1	-3
C[C@H]1CN([C@@H](C)CO)C(=O)c2cc(NS(C)(=O)=O)ccc2O[C@H]1CN(C)S(=O)(=O)c1ccccc1	0	3
C[C@@H]1CCCCO[C@@H](CN(C)Cc2ccc3c(c2)OCO3)[C@@H](C)CN([C@H](C)CO)C(=O)c2cc(NC(=O)CCC(F)(F)F)ccc2O1	-9	-5
C[C@@H]1CN([C@H](C)CO)C(=O)c2cc(NC(=O)C3CC3)ccc2O[C@@H]1CN(C)Cc1ccncc1	-9	9
C[C@@H]1CCCCO[C@@H](CN(C)Cc2ccncc2)[C@@H](C)CN([C@H](C)CO)C(=O)c2cc(NS(=O)(=O)c3ccccc3)ccc2O1	16	-4
C[C@H](CO)N1C[C@H](C)[C@H](CN(C)C(=O)NC2CCCCC2)Oc2ncc(C#CCN(C)C)cc2C1=O	0	.
C[C@@H]1CN([C@H](C)CO)C(=O)c2cc(NC(=O)Cc3ccccc3)ccc2O[C@H]1CN(C)Cc1ccccc1	-1	14
Cc1ccc(S(=O)(=O)N(C)C[C@@H]2Oc3ccc(NC(=O)Nc4c(C)noc4C)cc3CC(=O)N([C@H](C)CO)C[C@@H]2C)cc1	-13	8
CNC[C@H]1Oc2c(NC(=O)Nc3cccc4ccccc34)cccc2C(=O)N([C@H](C)CO)C[C@@H]1C	10	1
C[C@@H]1CCCCO[C@H](CN(C)Cc2ccc(Cl)c(Cl)c2)[C@@H](C)CN([C@H](C)CO)C(=O)c2cc(NS(=O)(=O)c3ccc(F)cc3)ccc2O1	65*	-29
C[C@@H]1CCCCO[C@H](CN(C)S(=O)(=O)c2ccc(Cl)cc2)[C@@H](C)CN([C@H](C)CO)C(=O)c2cc(N(C)C)ccc2O1	11	6
O=C(NN=C1CCCCCCC1)c1ccccc1O	-21	-3
C[C@H](CO)N1C[C@H](C)[C@@H](CN(C)S(=O)(=O)c2ccc(Cl)cc2)Oc2ccc(NS(=O)(=O)c3cccs3)cc2C1=O	-3	.
C[C@H](CO)N1C[C@H](C)[C@H](CN(C)C(=O)Nc2ccc3c(c2)OCO3)Oc2ccc(NS(=O)(=O)c3ccc(Cl)cc3)cc2CC1=O	-5	11
C[C@@H]1CN([C@@H](C)CO)C(=O)c2cc(NC(=O)Nc3ccccc3)ccc2O[C@@H]1CN(C)CC1CC1	-2	3
C[C@@H]1CN([C@H](C)CO)C(=O)c2cc(NC(=O)Nc3ccc(C(F)(F)F)cc3)ccc2O[C@H]1CN(C)Cc1ccccc1	14	-12
C[C@H](CO)N1C[C@H](C)[C@@H](CN(C)S(=O)(=O)c2ccc(F)cc2)Oc2ccc(NS(C)(=O)=O)cc2C1=O	-4	5
C[C@@H]1CN([C@@H](C)CO)C(=O)c2cccc(NC(=O)CCCCCC(=O)Nc3ccccc3N)c2O[C@H]1CN(C)Cc1ccc(Cl)c(Cl)c1	80*	7
Cc1ccc(S(=O)(=O)Nc2ccc3c(c2)CC(=O)N([C@H](C)CO)C[C@@H](C)[C@H](CN(C)C(=O)Nc2ccc4c(c2)OCO4)O3)cc1	-11	13
C[C@@H]1CCCCO[C@@H](CN(C)C(=O)Nc2ccc3c(c2)OCO3)[C@@H](C)CN([C@H](C)CO)C(=O)c2cc(NS(=O)(=O)c3ccc(Cl)cc3)ccc2O1	-25	5
C[C@@H]1CN([C@H](C)CO)C(=O)Cc2cc(NC(=O)c3ccncc3)ccc2O[C@H]1CN(C)Cc1ccc(Cl)c(Cl)c1	10	-5
C[C@@H]1CN([C@@H](C)CO)C(=O)c2cc(NC(=O)C3CC3)ccc2O[C@@H]1CN(C)C(=O)Nc1ccc(F)cc1	9	8
C[C@@H]1CN([C@H](C)CO)C(=O)c2cc(NC(=O)CCC(F)(F)F)ccc2O[C@H]1CN(C)Cc1ccc(-c2ccccc2)cc1	10	-22
